Screening results (PubChem)
Lmaj promast = Leishmania major promastigote growth inhibition, primary screen; 200,000 compounds, 9% hits; inhibition, % at 10 µM; Leishmania major promastigotes, resazurin fluorescence viability; AID 1063, 2008; in the data active = inhibition above about 50%;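 note: promastigotes grown with compound for 44 hours at 28 °C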
bIAP activator = bovine intestinal alkaline phosphatase activators, primary screen, biochemical, bovine IAP, CDP-star luminescence. alkaline phosphatase, intestinal [Bos taurus]. activation factor at 20 µM. purified bovine IAP, 30 min; active compounds read high; fold of DMSO-control signal, blank-subtracted. AID 1016, 2008. 200,000 compounds, 0.17% hits;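 active = activation factor of 2 or more at 20 µM, a signal rise over negative controls twice the positive control's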
TNAP inh hiacc = human TNAP enzyme inhibitors, primary screen, biochemical, luminescent, high phosphate acceptor level, uHTS | Alkaline phosphatase, tissue-nonspecific isozyme (Homo sapiens), P05186 | purified TNAP, CDP-star luminescence, 1 M DEA | inhibition, % at 20 µM | 200,000 compounds, 0.03% hits;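 active = over 50% inhibition of tissue-nonspecific alkaline phosphatase at 20 µM in the single-dose screen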;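 note: plate controls were DMSO wells for no effect and EDTA-quenched wells as full inhibition for full effect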
Target sequence (P05186 whole entry, looked up): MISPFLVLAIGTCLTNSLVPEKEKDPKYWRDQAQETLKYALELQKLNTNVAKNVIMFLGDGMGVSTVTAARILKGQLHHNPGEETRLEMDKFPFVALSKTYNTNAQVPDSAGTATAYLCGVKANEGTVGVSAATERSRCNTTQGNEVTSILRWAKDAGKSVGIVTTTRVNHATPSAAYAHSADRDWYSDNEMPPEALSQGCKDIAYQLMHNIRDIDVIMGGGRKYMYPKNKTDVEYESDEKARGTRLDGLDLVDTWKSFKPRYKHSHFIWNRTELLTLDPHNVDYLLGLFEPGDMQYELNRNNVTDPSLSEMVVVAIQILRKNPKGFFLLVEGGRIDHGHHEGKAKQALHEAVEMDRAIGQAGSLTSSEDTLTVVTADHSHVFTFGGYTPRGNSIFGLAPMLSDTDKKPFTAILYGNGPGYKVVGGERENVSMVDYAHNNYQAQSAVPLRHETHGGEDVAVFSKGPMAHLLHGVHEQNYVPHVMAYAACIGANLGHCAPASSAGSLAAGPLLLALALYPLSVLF
TNAP inh no acc = human TNAP enzyme inhibitors, primary screen, biochemical, luminescent, no phosphate acceptor, uHTS. Alkaline phosphatase, tissue-nonspecific isozyme (Homo sapiens), P05186. purified TNAP, CDP-star luminescence, 30 min. inhibition, % at 20 µM. 200,000 compounds, 0.26% hits. AID 1012, 2008;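 active = tissue-nonspecific alkaline phosphatase inhibition above about 50% at 20 µM in the single-dose screen, limit read from the data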;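 note: 0% = DMSO negative control and 100% = EDTA positive control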
Diaph inh CS = diaphorase inhibitors and chemical oxidizers, primary screen, counter-screen for diaphorase-coupled primary assays, biochemical, uHTS, resorufin fluorescence; diaphorase resazurin-to-resorufin fluorescence, NADH, 16 min; bacterial (C. kluyveri) enzyme, not human; inhibition, % at 20 µM; 190,000 compounds, 0.69% hits;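 active = primary screen inhibition at 20 µM above a set limit, cut at about 50% in these data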;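 note: plate controls were DMSO with full reaction for no effect and wells lacking NADH for full effect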
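System: Bacterial diaphorase enzyme (C. kluyveri) | Incubation: 16-min room-temperature incubation before reading | Benchmarks: No-NADH positive control and DMSO neutral control | Measured by: Resorufin fluorescence 544/590 nm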
bIAP inhibitor = bovine intestinal alkaline phosphatase inhibitors, primary screen, selectivity assay for TNAP inhibitor project, biochemical, bovine IAP, CDP-star luminescence; 190,000 tested, under 10 active; alkaline phosphatase, intestinal [Bos taurus]; purified bovine IAP, 30 min; inhibition, % at 20 µM;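 active = over 50% inhibition of intestinal alkaline phosphatase at 20 µM in the single-dose screen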
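Incubation: 30 min reaction at room temperature / Material: purified bovine intestinal alkaline phosphatase (IAP) enzyme / Input: enzyme at 1/65,000,000 dilution / Dosing: 20 µM single dose / Signal: CDP-star luminescence signal / Reagent: CDP-star chemiluminescent phosphatase substrate, 30 µM final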
Diaph act CS = compounds boosting diaphorase resazurin reduction – biochemical, uHTS, resorufin fluorescence, counter-screen for diaphorase-coupled primary assays, primary screen; Diaphorase/resazurin coupled assay, 16 min; active compounds read high; 1 = vehicle wells, 0 = NADH-free wells; activation factor at 20 µM; 190,000 compounds, 0.005% hits;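 active = diaphorase activity raised at least twofold by the compound at 20 µM; inactive = activation factor below 2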
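Material: purified diaphorase enzyme from Clostridium kluyveri; Also added: 0.114 mM NADH and 0.1 mM resazurin, final amounts; Doses: single compound dose of 20 µM, 1% DMSO final; Times: 16 min enzyme reaction, ambient temperature; Detection: resorufin fluorescence, excitation 544 nm, emission 590 nm; Measure: increased resorufin signal from activators or reducing compounds.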
PMI act hi M6P = human PMI activators, high substrate, primary screen, biochemical, fluorescence intensity, near-saturating mannose 6-phosphate; 190,000 compounds, 0.34% hits; activation factor at 20 µM; Mannose-6-phosphate isomerase (Homo sapiens), P34949; coupled PMI enzyme assay, resazurin fluorescence, 20 min; active compounds read high; 1 = untreated enzyme, 0 = substrate-free blank;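 active = activation factor of 2 or more at 20 µM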
Target sequence (P34949 whole entry, looked up): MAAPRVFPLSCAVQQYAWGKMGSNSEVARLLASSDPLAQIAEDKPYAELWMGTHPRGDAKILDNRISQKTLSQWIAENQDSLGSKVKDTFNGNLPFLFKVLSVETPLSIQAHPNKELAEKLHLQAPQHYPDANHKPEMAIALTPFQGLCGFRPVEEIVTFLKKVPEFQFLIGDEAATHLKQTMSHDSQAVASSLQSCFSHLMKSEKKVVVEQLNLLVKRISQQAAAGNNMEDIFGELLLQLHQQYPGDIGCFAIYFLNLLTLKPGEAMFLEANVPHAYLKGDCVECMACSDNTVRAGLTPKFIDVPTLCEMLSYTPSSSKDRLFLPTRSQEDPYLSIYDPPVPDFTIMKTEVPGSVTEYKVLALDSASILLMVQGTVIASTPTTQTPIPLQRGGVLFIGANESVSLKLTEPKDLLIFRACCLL
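Test system: human PMI in coupled enzyme assay; Input: PMI at 15 ng/mL final; Medium: HEPES buffer, pH 7.4; Schedule: 20 min incubation at room temperature; Technique: resorufin fluorescence at Ex 544/Em 590 nm; Compound: 20 µM single dose; Probe or stimulus: Near-saturating mannose-6-phosphate, 1.0 mM.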
TNAP act hiacc = TNAP activators at high phosphate acceptor level, primary screen, biochemical, luminescence, uHTS | Alkaline phosphatase, tissue-nonspecific isozyme (Homo sapiens), P05186 | purified TNAP, CDP-star luminescence, 1 M DEA, 30 min; active compounds read high; 0 = EDTA background, 1 = DMSO-only activity | activation factor at 20 µM | 200,000 tested, under 10 active | AID 1136, 2008;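 active = activation factor at least 2 at 20 µM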
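Test system – human TNAP · Doses – 20 µM single point · Incubation – 30 min, room temperature · Signal – luminescent substrate turnover signal · Read-out basis – activation factor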
PMI act = activators of human PMI, primary screen, biochemical, fluorescence intensity, near-Km mannose 6-phosphate | Mannose-6-phosphate isomerase (Homo sapiens), P34949 | purified human PMI, coupled resazurin fluorescence, 20 min; active compounds read high; 1 = vehicle control, 0 substrate-free wells | 190,000 compounds, 0.005% hits | activation factor at 20 µM | AID 1214, 2008;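 active = activation factor of 2 or more at 20 µM, relative to plate controls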
Active calls of the source: *.

SMILES | Lmaj promast | bIAP activator | TNAP inh hiacc | TNAP inh no acc | Diaph inh CS | bIAP inhibitor | Diaph act CS | PMI act hi M6P | TNAP act hiacc | PMI act
Cc1nn(C)c(Cl)c1CN1CCN(C2CCCC2)C(CCO)C1 (stereo unspecified) | 0 | 1 | 6 | 4 | -22 | -2 | 1.2 | 1.1 | 0.9 | 1.1
Cc1cccn2c(CN3CCCC(c4ccccc4)C3)c(C(=O)N3CCOCC3)nc12 (stereo unspecified) | 7 | 0.9 | -3 | 3 | 3 | 6 | 1 | 1 | 1 | 1
NS(=O)(=O)c1cccc(NC(=O)COC(=O)CN2C(=O)C3CC=CCC3C2=O)c1 (stereo unspecified) | 8 | 1 | 3 | 4 | 2 | -2 | 1 | 0.9 | 1 | 1
O=c1oc(-c2ccccc2)nc2c1cnn2-c1ccccc1 | -3 | 0.9 | -6 | -11 | 11 | 11 | 0.9 | 1 | 1.1 | 1
Cc1c(C)n(C(=O)CSc2ncn[nH]2)c2ccccc12 | -11 | 1.1 | -3 | 11 | 5 | -12 | 0.9 | 1 | 1 | 0.9
CCOC(=O)C1CCCN(C(=O)C2c3ccccc3Oc3ccccc32)C1 (stereo unspecified) | 8 | 1.1 | -2 | -8 | 10 | -13 | 0.9 | 0.9 | 1 | 0.9
O=c1c(Cc2ccccc2)c(O)ccn1C1CCCCCCC1 | -8 | 1 | -4 | -7 | 17 | 0 | 0.8 | 0.9 | 1 | 0.9
O=C(/C=C/Nc1ccccc1)C(F)(F)F | -8 | 1.1 | 2 | -8 | 2 | -11 | 1 | 1.1 | 1 | 1.3
COc1ccc(C(C(=O)NCc2ccccc2)N(Cc2ccco2)C(=O)c2cnccn2)cc1 (stereo unspecified) | 5 | 0.9 | -5 | -6 | 6 | 10 | 0.9 | 1 | 1.1 | 1
COc1ccc(C2C(C(=O)O)CCC(=O)N2c2ccc(OC)cc2)cc1 (stereo unspecified) | -4 | 1 | -2 | -1 | 6 | -2 | 0.9 | 1.1 | 1 | 1
CCC1CCCCN1C(=O)COC(=O)c1n[nH]c2ccccc12 (stereo unspecified) | -3 | 1 | -2 | 56* | 7 | 3 | 0.9 | 1.1 | 1 | 1
C/C(=N\NC(=O)c1ccc(F)cc1)c1cccc(NC(=O)c2ccco2)c1 | 67* | 0.9 | -4 | -9 | 13 | 10 | 0.9 | 0.9 | 1 | 1
CCN1C(=O)C(CC(=O)Nc2ccccc2)S/C1=N\c1ccccn1 (stereo unspecified) | -3 | 1.1 | -6 | -10 | -6 | -13 | 1.1 | 1 | 1.1 | 1
Cc1ccc(/C=C/C(=O)Nc2ccc(N(C)C)cc2)o1 | 26 | 0.9 | 1 | -4 | 10 | 14 | 0.9 | 0.7 | 1 | 0.9
C#CCOCCOCCOCCNc1nc(N2CCN(C(=O)[C@H]([C@@H](C)O)n3cc(CCCCN)nn3)CC2)nc(N2CCN(C(=O)[C@H](Cc3ccc(O)cc3)n3cc(CCO)nn3)CC2)n1 | 16 | 0.9 | -5 | -12 | -18 | 6 | 1.2 | 1.5 | 1 | 1.5
C=CCC(=O)OCC(=O)Nc1ccc(Oc2ccccc2)cc1 | 97* | 0.9 | -6 | -3 | 6 | 6 | 0.9 | 1 | 1.1 | 1.1
COc1ccc(Nc2nc(NC(C)(C)C)nc(N3CCCC3)n2)c(OC)c1 | 96* | 1 | -5 | -7 | 26 | -3 | 0.7 | 1 | 1 | 0.9
CCc1ccc(C2c3[nH]c4ccccc4c3CCN2C(=O)CNC(N)=O)cc1 (stereo unspecified) | 16 | 1.1 | -4 | -1 | 18 | -13 | 0.8 | 0.9 | 1 | 0.9
COCCn1cc(C(=O)c2cc(Br)ccc2O)cc(C#N)c1=O | 10 | 0.9 | 5 | -36 | 9 | 10 | 0.9 | 1 | 1 | 1.1
COc1ccc(/C=N/NC(=O)c2ccoc2C)cc1O | 19 | 0.8 | 2 | -2 | 6 | 20 | 0.9 | 0.9 | 1 | 0.9
O=C(NC1CCS(=O)(=O)C1)c1cccc(S(=O)(=O)N2CCOCC2)c1 (stereo unspecified) | -2 | 0.9 | -1 | -9 | 6 | 7 | 0.9 | 0.9 | 1 | 0.9
CCC(C)NC(=O)COc1ccc(S(=O)(=O)N2CCOCC2)cc1 (stereo unspecified) | -2 | 1 | -2 | -12 | 3 | 3 | 1 | 1 | 1 | 1
CC(C)CCNC(=O)CN(CC1CCCO1)C(=O)CCC(=O)Nc1ccccn1 (stereo unspecified) | -2 | 1 | -5 | -11 | 10 | -5 | 0.9 | 1.1 | 1.1 | 1.1
CCOC(=O)C1CCN(S(=O)(=O)c2c(C)n[nH]c2C)CC1 | 1 | 1 | 0 | 49 | 6 | -1 | 0.9 | 1 | 1 | 0.9
O=C(O)c1ccc(Br)c(S(=O)(=O)N2CCCC2)c1 | -3 | 1 | -4 | -4 | -5 | -1 | 1.1 | 1.1 | 1 | 1
COc1ccc(Cl)cc1NC(=S)NCCN1CCOCC1 | -2 | 1 | -5 | -6 | -8 | -3 | 1.1 | 1.1 | 1.1 | 1.1
O=C(CCN1C(=O)c2ccccc2C1=O)Nc1ccc(-c2nc3ccccc3s2)cc1 | 0 | 0.9 | -2 | -11 | 13 | 10 | 0.9 | 0.9 | 1 | 0.8
Cc1ccc(CN(CCO)CCO)cc1 | -3 | 0.9 | -6 | -8 | 11 | 12 | 0.9 | 0.9 | 1.1 | 0.9
Cc1nc2ccccc2cc1C(=O)N/N=C/c1cccc([N+](=O)[O-])c1 | 16 | 1 | -4 | 1 | 9 | -4 | 0.9 | 1.1 | 1 | 1.1
CCOC(=O)Cn1c(CCC(=O)O)ccc1-c1ccc(F)cc1 | -7 | 1 | -3 | -7 | 1 | 3 | 1 | 1.2 | 1 | 1.3
O=C(O)C1CC(=O)N(C2CCCCC2)C1c1ccccc1 (stereo unspecified) | -6 | 0.9 | -5 | -15 | 18 | 13 | 0.8 | 0.9 | 1 | 0.9
Cc1ccc(NC(=O)c2c(Cl)n(C)c3ccccc23)cc1 | 1 | 0.9 | -3 | -14 | 6 | 14 | 0.9 | 0.9 | 1 | 1
Cn1c2c(c(=O)n(C)c1=O)C(NC(=O)c1ccco1)(C(F)(F)F)C(=O)N2 (stereo unspecified) | -3 | 1 | -4 | -6 | 5 | -2 | 0.9 | 1 | 1 | 1
Cc1cccc(C)c1NC(=S)Nc1ccc(F)cc1 | 16 | 1 | -4 | -13 | 15 | 0 | 0.8 | 0.9 | 1 | 0.9
Cc1cc(NC(=O)c2sccc2C)n(-c2cccc(Cl)c2)n1 | 0 | 1 | 0 | -7 | 6 | 2 | 0.9 | 1.1 | 1 | 1.1
CNC(=O)/C(=N\O)c1ccccc1 | -6 | 0.9 | -3 | -11 | 11 | 10 | 0.9 | 0.9 | 1 | 1
O=C(CCNc1cccc(F)c1)c1cccc([N+](=O)[O-])c1 | 80* | 0.9 | -3 | -3 | 15 | 11 | 0.9 | 0.6 | 1 | 0.6
O=C(NCC(=O)N1CCN(c2ncccn2)CC1)c1cccs1 | 0 | 0.9 | 2 | -5 | 3 | 8 | 1 | 1.1 | 1 | 1.1
O=C(c1ccco1)N1CCN(C(c2ccccc2)c2nnnn2Cc2cccs2)CC1 (stereo unspecified) | 47 | 1.1 | -3 | -12 | 13 | -12 | 0.9 | 1 | 1 | 1
O=C(NCc1ccc(F)cc1Cl)C1CCN(S(=O)(=O)N2CCC3(CC2)OCCO3)CC1 | -4 | 1 | -4 | -2 | -2 | -5 | 1 | 1.1 | 1 | 1.1
COc1ccccc1NC(=O)C(=O)N(c1cccnc1)C(C(=O)NC(C)(C)C)c1ccccc1 (stereo unspecified) | 18 | 1 | -2 | -6 | 17 | 4 | 0.8 | 0.9 | 1 | 1
Cc1cccc(OCc2nnc(SCc3nc4ccccc4c(=O)[nH]3)o2)c1 | -5 | 1 | 0 | -2 | -2 | -1 | 1 | 1 | 1 | 0.9
COc1cc(C(C(=O)NC2CCCCC2)N(Cc2cccs2)C(=O)Cc2c[nH]c3ccccc23)cc(OC)c1OC (stereo unspecified) | 4 | 1 | -9 | -5 | 25 | -2 | 0.7 | 0.9 | 1.1 | 0.9
O=C(CSc1nnc(-c2cccs2)n1CC1CCCO1)N1CCCC1 (stereo unspecified) | -6 | 1 | -3 | -8 | -2 | 0 | 1 | 1 | 1 | 1
COc1ccc(NC(=O)CC2SC(=NCC3CCCO3)NC2=O)c([N+](=O)[O-])c1 (stereo unspecified) | -3 | 0.9 | -4 | -13 | 15 | 8 | 0.8 | 0.9 | 1 | 0.9

5 records picked at random from the list so far, as already listed:
SMILES | Lmaj promast | bIAP activator | TNAP inh hiacc | TNAP inh no acc | Diaph inh CS | bIAP inhibitor | Diaph act CS | PMI act hi M6P | TNAP act hiacc | PMI act
Cc1cccc(OCc2nnc(SCc3nc4ccccc4c(=O)[nH]3)o2)c1 | -5 | 1 | 0 | -2 | -2 | -1 | 1 | 1 | 1 | 0.9
O=C(CSc1nnc(-c2cccs2)n1CC1CCCO1)N1CCCC1 (stereo unspecified) | -6 | 1 | -3 | -8 | -2 | 0 | 1 | 1 | 1 | 1
COc1cc(C(C(=O)NC2CCCCC2)N(Cc2cccs2)C(=O)Cc2c[nH]c3ccccc23)cc(OC)c1OC (stereo unspecified) | 4 | 1 | -9 | -5 | 25 | -2 | 0.7 | 0.9 | 1.1 | 0.9
COc1ccccc1NC(=O)C(=O)N(c1cccnc1)C(C(=O)NC(C)(C)C)c1ccccc1 (stereo unspecified) | 18 | 1 | -2 | -6 | 17 | 4 | 0.8 | 0.9 | 1 | 1
COc1ccc(NC(=O)CC2SC(=NCC3CCCO3)NC2=O)c([N+](=O)[O-])c1 (stereo unspecified) | -3 | 0.9 | -4 | -13 | 15 | 8 | 0.8 | 0.9 | 1 | 0.9
